Compound activity from PubChem BioAssay.
Statin myotox sup – suppressors of simvastatin-induced myotoxicity in C2C12 myotubes. ATP luminescence, 48 h; scaled: DMSO 0, geranylgeraniol control 100. rescue of ATP level, % at 7.49 µM. 330,000 compounds, 0.78% hits;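 active = mean ATP rescue above about 67%, or every replicate alone reaching that limit, limit read from the data, passing the limit was not always enough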;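 note: myotubes were challenged with 10 µM simvastatin during compound exposure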
GSIS activator – primary screen for activators of insulin secretion dependent on glucose, INS-1E cells, GLuc reporter luminescence. 370,000 compounds, 0.61% hits. activation, % at 16.6 µM. AID 743287. INS-1E GLuc reporter insulin secretion, 2-3 h;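 active = lowest replicate activation of at least 40%, so every replicate reaches that level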;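 note: 0% = median of neutral control wells and 100% = median of IBMX positive control wells; some compounds called inactive have numbers as strong as hits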
PGC1a acetyl inh – modulators of PGC1a acetylation | U2OS PGC1a acetylation, AlphaScreen anti-acetyl-lysine; with virally co-expressed GCN5 acetyltransferase | 350,000 compounds, 0.17% hits | AID 651687 | inhibition, % at 15.6 µM;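 active = every replicate shows inhibition of at least 40%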;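 note: 0% = neutral control wells and 100% = positive control wells; some results beyond the cut were filed as inactive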
F508del corr – correctors of CFTR F508del function in bronchial epithelial cells | activity (quench increase), % at 7.58 µM | 350,000 compounds, 0.36% hits | AID 720511 | CFBE cells, YFP halide quenching; stimulated with forskolin plus potentiator P3; % fluorescence drop versus neutral controls;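 active = mean added fluorescence quench of at least 8% versus neutral control, with both replicates also reaching 8%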;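 note: cells transiently co-express mutant CFTR-F508del with the halide-sensitive YFP; corrector assay measuring rescue of mutant channel to the surface after 24 h compound exposure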
FN deposit inh – fibronectin deposition inhibition | AH1F fibroblasts, Alexa488-fibronectin deposition fluorescence, overnight | inhibition, % at 12.6 µM | 350,000 compounds, 0.086% hits | AID 743247;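 active = mean inhibition across replicates of 30% or more, regardless of how many single replicates reach that level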;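 note: positive control wells lacked labelled fibronectin entirely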
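Measured by – fluorescence 485/525 nm · System – AH1F fibroblast monolayer, labelled fibronectin deposition · Amount – 10000 cells per well · Buffer or medium – serum-reduced DMEM (2% serum) · Doses – single dose, pinned · Also added – fluorescent fibronectin at 24 nM final · Schedule – 1 h cell attachment, overnight exposure to compound and label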
miR-122 sensor – inhibitors of miR-122 in Huh7 cells; Huh7 miR-122 Renilla luciferase sensor, 48 h; neutral wells = 0, positive control = 100; activation (reporter increase), % at 12.5 µM; 340,000 compounds, 0.3% hits;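 active = mean replicate activation score at least 90 and every replicate individually at or above 90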;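 note: higher luciferase means less miR-122 activity so hits act as miR-122 inhibitors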
Starred values were filed as active, the others as inactive; . = no result given. This is a subset, so the mix of outcomes need not match the whole.

SMILES	Statin myotox sup	GSIS activator	PGC1a acetyl inh	F508del corr	FN deposit inh	miR-122 sensor
C1CN(P2(N3CC3)=NP(N3CC3)(N3CC3)=NP(N3CC3)(N3CC3)=N2)CCO1 (configuration not stated)	.	.	.	0.3	.	.
C[N+](C)(C)CC1CCCC(C[N+](C)(C)C)C1=O (configuration not stated)	.	.	.	3.2	.	.
COc1ccc2c(c1)C13CCN(C)C(C2)C1CCC1(C3)OCCO1 (configuration not stated)	.	.	.	1.8	.	.
c1cnc(OCCN2CC2)cn1	.	.	.	-1.6	.	.
COc1cc(/C=C/C(=O)c2c(O)n(CCc3ccccc3)c(=O)[nH]c2=O)ccc1O	.	.	.	.	-2	.
CCN1CCN(Cc2cc(C(C)(C)C)c(O)c(C(C)(C)C)c2)CC1	.	.	.	.	1	.
CSCCC(N=Cc1c(O)n(-c2ccc(F)cc2)c(=O)[nH]c1=O)C(=O)OC(C)(C)C (configuration not stated)	.	.	.	.	-1	.
O=c1[nH]c(=O)n(CCC2=CCCCC2)c(O)c1/C=N/Nc1ccccc1	.	.	.	.	25	.
O=c1[nH]c(=S)n(Cc2ccc(F)cc2)c(O)c1C=NCC1CCCO1 (configuration not stated)	.	.	.	.	0	.
CC(C)c1ccc(C(c2c(O)c3ccccc3oc2=O)c2c(O)c3ccccc3oc2=O)cc1	.	.	.	.	0	.
COc1cc(C2SCC(=O)Nc3c2c(=O)[nH]n3C2CCCCCC2)cc(OC)c1OC (configuration not stated)	.	.	.	.	0	.
Cc1nc2cc(C(F)(F)F)ccc2n1C1CCN(Cc2nnnn2Cc2ccc3c(c2)OCO3)CC1	.	.	.	.	1	.
Cc1cc(/C=C2/C(=O)NC(=O)N(Cc3ccco3)C2=O)c(C)n1-c1ccccc1	.	0	.	.	.	.
CC1CCC(C(C)C)C(OC(=O)COC(=O)c2ccccc2N)C1 (configuration not stated)	.	-27	.	.	.	.
N=C1c2ccccc2CN1NC(=O)C1CC1	.	7	.	.	.	.
O=C(Cc1ccccc1)N1CC2(C1)[C@@H](c1ccccc1)[C@H](CO)N2Cc1cccc(F)c1	.	-16	.	.	.	.
CCOC(=O)C1CCN(/C=C2/C(=O)NC(=S)N(c3cccc(OC)c3)C2=O)CC1	.	-5	.	.	.	.
CN1c2ccc([N+](=O)[O-])cc2CC2(C(=O)NC(=O)N(c3ccc(Br)cc3)C2=O)C1c1ccccc1 (configuration not stated)	.	-6	.	.	.	.
CCOC(=O)C(O)(c1ccc(N(CC)C(=O)COc2ccccc2)cc1)C(F)(F)F (configuration not stated)	.	-9	.	.	.	.
CCCCCCn1c(O)c(C=NCCN2CCOCC2)c(=O)[nH]c1=O	.	-23	.	.	.	.
CC(C)OP(=O)(OC(C)C)C(O)c1ccc(Br)cc1 (configuration not stated)	.	4	.	.	.	.
COc1ccc(C(O)c2ccccc2OP(=O)(N(C)C)N(C)C)cc1 (configuration not stated)	.	21	.	.	.	.
Cc1ccc2c(c1)N(N=O)CCC2	.	7	.	.	.	.
CCCC1(CCC)C(=O)NC(=Nc2ccccc2)NC1=O	-2	.	.	.	.	-4
COc1ccc(C2C(C#N)=C(N)Oc3c2c(=O)oc2ccccc32)cc1Cn1cc([N+](=O)[O-])cn1 (configuration not stated)	.	.	-13	.	.	-6

The listing continues:
SMILES	Statin myotox sup	GSIS activator	PGC1a acetyl inh	F508del corr	FN deposit inh	miR-122 sensor
CCN1CCC(O)(c2ccccc2)C(C(=O)c2ccccc2)C1 (configuration not stated)	.	.	12	.	.	0
CC(Cc1ccccc1Sc1ccc(O)cc1)N(C)C (configuration not stated)	.	.	3	.	.	3
COc1ccc2nc(/N=C/c3c(O)n(-c4cccc(Cl)c4)c(=O)[nH]c3=O)sc2c1	.	.	0	.	.	-2
O=C1NC(=O)N(c2ccccc2)C(=O)/C1=C/c1ccc(Sc2ccccc2)o1	.	.	2	.	.	-3
Cc1ccc(-c2nc3ccc(Cl)cc3n2OC(=O)N(C)C)cc1	.	.	-15	.	.	3
N=C(N)c1c(O)n(C2CCCCC2)c(=O)n(C2CCCCC2)c1=O	.	.	-4	.	.	-17
O=c1[nH]c(=O)n(Cc2ccco2)c(O)c1C=NCCCn1ccnc1	.	.	2	.	.	-2
O/N=C/c1c[nH]c2ccccc12	.	.	-33	.	.	1
COC(=O)[C@H]1[C@H](CO)[C@H]2Cn3c(ccc(C4=CCCC4)c3=O)[C@@H]1N2C(=O)C1CCCCC1	8	3	.	.	.	.
COc1cccc(-c2ccc3n(c2=O)C[C@@H]2[C@@H](CO)[C@H](C(=O)O)[C@H]3N2Cc2ccccc2F)c1	14	-3	.	.	.	.
O=C(O)[C@@H]1[C@@H](CO)[C@@H]2Cn3c(ccc(C4=CCCCC4)c3=O)[C@H]1N2CCc1ccccc1	-34	6	.	.	.	.
O=C(O)[C@H]1[C@H](CO)[C@H]2Cn3c(ccc(-c4ccncc4)c3=O)[C@@H]1N2C(=O)C1CC1	-9	6	.	.	.	.
CN1c2ccc([N+](=O)[O-])cc2CC2(C(=O)NC(=O)N(c3ccccc3)C2=O)C1c1ccccc1 (configuration not stated)	.	.	5	.	-3	.
CCN(CC)C(=O)c1ccc(NC(=O)c2ccc(-c3nn(C)c(=O)c4ccccc34)cc2)cc1	.	6	8	.	.	.
COc1ccc(/C=N\N=C(N)N)cc1	.	6	-4	.	.	.
O=C1NC(=O)N(c2ccccc2)C(=O)/C1=C\c1ccccc1[N+](=O)[O-]	.	.	.	0.6	-4	.
O=C1NC(=O)N(Cc2ccco2)C(=O)/C1=C/C=C/c1ccco1	.	.	.	-2.4	6	.
C[C@@H]1CNCCN1c1ccc(N2CC[C@H](O)C2)c(C#N)c1	.	.	.	-3.6	-8	.
O=[N+]([O-])/C=C/c1c(Cl)cccc1Cl	.	.	.	-1.3	-2	.
COc1cc(C)cc(CN2CC=C(c3ccccc3)CC2)c1O	.	.	.	-1.0	-10	.
C[C@@H]1CNCCN1c1ccc(N2CC[C@@H](O)C2)c(C#N)c1	.	.	.	-4.2	-9	.
Cc1ccc2c(c1)C1CN(C)CCC1N2C(=O)/C(C#N)=C/c1ccc2c(c1)OCO2 (configuration not stated)	.	.	.	-1.4	-7	.
COC1CC2C=C(C)C=CC=CC(=O)NC(c3ccccc3)CC=CCCC(O)CC(=O)C2=C1O (configuration not stated)	.	.	.	12*	3	.
CCC(=NCCCN1CCOCC1)c1c(O)n(-c2ccccc2C)c(=O)[nH]c1=O	.	.	.	-0.3	4	.
C/C(=N\N(C)c1ccccc1)c1c(O)[nH]c(=O)[nH]c1=O	.	.	.	3.1	-33	.

Next section:
SMILES	Statin myotox sup	GSIS activator	PGC1a acetyl inh	F508del corr	FN deposit inh	miR-122 sensor
Cc1ccc(OCCSC2=NN2c2cc(C)nc(N)n2)cc1	.	14	.	0.5	.	.
N#CC1c2ccccc2C=CN1C(=O)c1ccc(N(CCCl)CCCl)cc1 (configuration not stated)	.	-4	.	-1.4	.	.
O=C(O)[C@@H]1[C@@H](CO)[C@@H]2Cn3c(ccc(-c4ccncc4)c3=O)[C@H]1N2C(=O)C1CCCC1	.	16	.	-1.7	.	.
COC(=O)[C@H]1[C@H](CO)[C@H]2Cn3c(ccc(C4=CCCC4)c3=O)[C@@H]1N2CC1CCCC1	.	5	.	-0.3	.	.
CC(C)C[C@@H]1COc2cccc(N3CCN(C)CC3)c2S(=O)(=O)N1	.	2	.	12*	.	.
CN1CCCC(C(=O)c2ccc(Cl)cc2)C1 (configuration not stated)	.	6	.	-0.6	.	.
O=C1NC(=O)N(Cc2ccccc2)C(=O)C1Cc1ccccc1 (configuration not stated)	.	3	.	0.5	.	.
COc1cccc(-n2c(=S)[nH]c3ccccc3c2=O)c1	.	-5	.	-2.1	.	.
COC(=O)[C@@H]1[C@@H](CO)[C@@H]2Cn3c(ccc(C4=CCCC4)c3=O)[C@H]1N2CC1CCCC1	.	8	.	1.3	.	.
CCC12CCN(CC3(O)CC3)C(Cc3ccc(O)cc31)C2(C)C (configuration not stated)	.	21	.	-2.0	.	.
CCOC(=O)[C@]12Cc3ccccc3[C@H]1N(C(C)C)C(=O)c1cc(OC)ccc12	.	59	.	-1.2	.	.
CN1CCN(c2ccc([N+](=O)[O-])cc2Cl)CC1	.	-4	.	2.4	.	.
CC[C@]12CCN(CC3(O)CC3)[C@H](Cc3ccc(O)cc31)C2(C)C	.	24	.	1.0	.	.
CCCNC(=O)[C@H]1[C@H](CO)[C@H]2Cn3c(cccc3=O)[C@H]2N1CC	.	22	.	-0.4	.	.
C=CC1C[N+]2(C)CCC1CC2C(O)c1ccnc2ccccc12 (configuration not stated)	.	10	.	-4.2	.	.
O=C1CC(=O)N(Cc2ccccc2)C(=O)N1	.	-16	.	-1.5	.	.
C=CCc1ccc2c(c1)OCO2	.	12	.	0.2	.	.
COC1CCCCC1NCCc1ccccc1 (configuration not stated)	.	4	.	1.4	.	.
CC1C=CCCC12C(=O)NC(=O)NC2=O (configuration not stated)	.	1	.	3.7	.	.
Fc1ccc(CNCCc2ccccc2F)cc1	.	44	.	.	4	.
Cc1cc(=O)n(-c2ccccc2)n1-c1ccccc1	.	32	.	.	2	.
O=C(NCc1cccnc1)C(Cl)(Cl)Cl	.	0	.	.	4	.
CS(=O)(=O)N1C[C@@H]2N[C@H](C1)C2c1ccc(Br)cc1 (some centres not stated)	.	-3	.	.	-2	.
N#CC1(c2ccccc2)CCN(C2CC(=O)N(c3ccc(F)cc3)C2=O)CC1 (configuration not stated)	.	-4	.	.	3	.
Cc1ccccc1CN1CCN(c2ccc(Cl)cc2)CC1	.	-13	.	.	12	.
O=C(c1ccccc1)C(CN1CCCC1)c1ccccc1 (configuration not stated)	.	-20	.	.	18	.
COc1ccc(N/N=C/c2c(O)n(-c3ccc(C)c(C)c3)c(=O)[nH]c2=O)cc1	.	-6	.	.	-9	.
Cc1sc(-n2c(C)cc(C=C3C(=O)NC(=O)NC3=O)c2C)c(C#N)c1C	.	0	.	.	-4	.
O=C1CCCN1c1ccc(S(=O)(=O)O)cc1 (tested in a mixture with another compound)	.	11	.	.	2	.
CC(C)NCC(O)c1ccc(C2CCCC2)cc1 (configuration not stated)	.	-1	.	.	-3	.

Filtered by structure, the entries above with an NH in an aromatic ring
SMILES	Statin myotox sup	GSIS activator	PGC1a acetyl inh	F508del corr	FN deposit inh	miR-122 sensor
COc1cc(/C=C/C(=O)c2c(O)n(CCc3ccccc3)c(=O)[nH]c2=O)ccc1O	.	.	.	.	-2	.
CSCCC(N=Cc1c(O)n(-c2ccc(F)cc2)c(=O)[nH]c1=O)C(=O)OC(C)(C)C (configuration not stated)	.	.	.	.	-1	.
O=c1[nH]c(=O)n(CCC2=CCCCC2)c(O)c1/C=N/Nc1ccccc1	.	.	.	.	25	.
O=c1[nH]c(=S)n(Cc2ccc(F)cc2)c(O)c1C=NCC1CCCO1 (configuration not stated)	.	.	.	.	0	.
COc1cc(C2SCC(=O)Nc3c2c(=O)[nH]n3C2CCCCCC2)cc(OC)c1OC (configuration not stated)	.	.	.	.	0	.
CCCCCCn1c(O)c(C=NCCN2CCOCC2)c(=O)[nH]c1=O	.	-23	.	.	.	.
COc1ccc2nc(/N=C/c3c(O)n(-c4cccc(Cl)c4)c(=O)[nH]c3=O)sc2c1	.	.	0	.	.	-2
O=c1[nH]c(=O)n(Cc2ccco2)c(O)c1C=NCCCn1ccnc1	.	.	2	.	.	-2
O/N=C/c1c[nH]c2ccccc12	.	.	-33	.	.	1
CCC(=NCCCN1CCOCC1)c1c(O)n(-c2ccccc2C)c(=O)[nH]c1=O	.	.	.	-0.3	4	.
C/C(=N\N(C)c1ccccc1)c1c(O)[nH]c(=O)[nH]c1=O	.	.	.	3.1	-33	.
COc1cccc(-n2c(=S)[nH]c3ccccc3c2=O)c1	.	-5	.	-2.1	.	.
COc1ccc(N/N=C/c2c(O)n(-c3ccc(C)c(C)c3)c(=O)[nH]c2=O)cc1	.	-6	.	.	-9	.

A few values from the list.
F508del corr with `N#CC1c2ccccc2C=CN1C(=O)c1ccc(N(CCCl)CCCl)cc1` (configuration not stated) : -1.4
FN deposit inh with `Fc1ccc(CNCCc2ccccc2F)cc1` : 4
FN deposit inh with `CS(=O)(=O)N1C[C@@H]2N[C@H](C1)C2c1ccc(Br)cc1` (some centres not stated) : -2
